TCR activator: activators of T cell receptors. primary human leukocytes, anti-CD3, IL-2 HTRF, 48 h. Potency, µM (top dose mostly 9.22 µM), for the others: at the top dose activation of IL-2 secretion, hits mostly activators. 330,000 tested, under 10 active; also: % of control where 0% means no effect
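TCR engagement came from a-CD3 beads alone, with compounds added to primary human leukocytes for 48 hr. Secreted IL-2 bridged europium cryptate- and d2-labelled anti-IL-2 antibodies, giving FRET emission at 665nm after 320nm excitation.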
AT treatment: candidate therapy for ataxia-telangiectasia; […] A-T fibroblasts, KAP-1 phosphorylation AlphaLISA; neocarzinostatin DNA damage 30 min before lysis; Potency, µM (top dose mostly 57.5 µM), for the others: at the highest dose activation, hits mostly activators; 0.19% of 320,000 active; AID 485349; also: potency is read from the fitted curve at half-maximal effect; % of control where 0% means no effect; nearly all actives have a fitted effect of over 45% in size
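hTERT-immortalized A-T patient fibroblasts ([…]), 500 cells/well in OPTI-MEM, 1% FBS, got compounds for 60 min, then NCS for 30 min at 37C. Lysates were then assayed for phospho-KAP-1 by AlphaLISA (anti-pKAP1 donor, anti-KAP1 acceptor beads), 6 hr at 25C.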
USP2a block: USP2a (human) protease inhibition. USP2 core, Ub-CHOP2 coupled fluorogenic reporter, 485/531. O75604. Potency, µM (titrated, usually from 38.3 µM), for the others: at the highest dose activity change, negative = inhibition, actives largely listed as inhibitors. 0.01% of 330,000 active;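 also: potency is read from the fitted curve at half-maximal effect; plate controls were DMSO wells for no effect and full inhibition by NEM control for full effect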
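Cell-free coupled assay: 10nM USP2 core preincubated 30min RT with compound in Tris-HCl pH 8.0/CaCl2/CHAPS buffer, then 25nM Ub-CHOP2 and 25nM reporter substrate; fluorescence (Ex 485/Em 531) read after 60min RT, normalized to NEM inhibition, concentration-response curves fitted.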
Eya2 inh: inhibitors of human Eya2 phosphatase activity; 0.006% of 330,000 active; AID 488837; Potency, µM (top dose mostly 76.9 µM), for inactives: at the top dose activity, negative = inhibition, actives largely listed as inhibitors; O00167; recombinant Eya2, OMFP fluorescence dephosphorylation (OMFP is methylfluorescein phosphate); also: potency is read from the fitted curve at half-maximal effect; % is scaled to controls: 0 for no effect and ±100 for the full control effect
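Eya2 (0.2 uM) preincubated 10 min at ambient with compound, then OMFP substrate added at 50 uM; 10 min reaction in 50 mM HEPES pH 7.5, 50 mM NaCl, 5 uM MgCl2, 0.05% BSA, 1 mM DTT. Fluorescence read at Ex 485/Em 525 nm.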
ELG1 DNA repair: inhibitors of ELG1-dependent DNA repair in HEK293T cells. 2.3% of 330,000 active. AID 504467. HEK293T ELG1-luciferase reporter, luminescence, 16 h; DNA damage induced by 5-fluorouridine. Potency, µM (highest dose often 46.1 µM), for the others: at the highest dose activity change, negative = inhibition, actives largely listed as inhibitors; also: potency is read from the fitted curve at half-maximal effect; % is scaled to controls: 0 for no effect and ±100 for the full control effect; nearly all actives have a fitted effect of over 55% in size
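Step one: seed 2,000 cells per well. Step two: pin-transfer compound or DMSO alongside 5-fluorouridine. Step three: incubate 16 hr, 37 °C, 5% CO2. Step four: add ONE-Glo, wait 30 min, read luminescence.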
TRPV1 agonist: human TRPV1 agonism. Q8NER1. TRPV1-expressing cells, Fluo-8 calcium influx, agonist mode. activation, % at 8.33 µM. 0.19% of 320,000 active. AID 540275; in the data active = activation above about 80%; inconclusive = between about 30% and that limit; also: 0% is about no effect
Target sequence (Q8NER1 whole entry, looked up): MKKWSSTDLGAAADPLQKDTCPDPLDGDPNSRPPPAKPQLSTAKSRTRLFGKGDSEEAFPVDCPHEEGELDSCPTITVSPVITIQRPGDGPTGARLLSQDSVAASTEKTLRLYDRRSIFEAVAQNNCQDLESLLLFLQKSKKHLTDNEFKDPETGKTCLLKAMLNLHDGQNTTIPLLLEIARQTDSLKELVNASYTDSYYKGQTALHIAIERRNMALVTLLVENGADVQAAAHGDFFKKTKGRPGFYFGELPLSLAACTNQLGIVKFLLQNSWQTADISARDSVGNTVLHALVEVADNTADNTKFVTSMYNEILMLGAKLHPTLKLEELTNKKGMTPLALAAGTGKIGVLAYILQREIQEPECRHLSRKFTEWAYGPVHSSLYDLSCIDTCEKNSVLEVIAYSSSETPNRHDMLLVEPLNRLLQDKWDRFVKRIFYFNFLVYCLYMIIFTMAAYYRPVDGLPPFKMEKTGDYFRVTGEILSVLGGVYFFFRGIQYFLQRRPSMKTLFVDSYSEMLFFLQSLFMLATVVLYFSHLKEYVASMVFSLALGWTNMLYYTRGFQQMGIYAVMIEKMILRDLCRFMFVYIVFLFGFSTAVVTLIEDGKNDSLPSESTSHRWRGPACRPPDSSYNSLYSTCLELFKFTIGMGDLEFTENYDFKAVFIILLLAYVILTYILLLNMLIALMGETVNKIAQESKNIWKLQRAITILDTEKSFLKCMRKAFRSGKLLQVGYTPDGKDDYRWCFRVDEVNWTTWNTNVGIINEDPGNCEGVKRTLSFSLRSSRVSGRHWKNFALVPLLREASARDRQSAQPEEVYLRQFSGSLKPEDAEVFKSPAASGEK
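Cells expressing TRPV1 were dye-loaded with Fluo-8 and read kinetically: 10 s baseline, 3 min after compound (agonist portion), then 2 min after EC20 capsaicin (allosteric enhancer portion). Calcium-bound dye fluorescence at 480/520 nm.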
Mito fusion yeast: blocks mitochondrial division or promotes mitochondrial fusion; Potency, µM (titrated, usually from 46.1 µM), for inactives: top-dose growth rescue (activation), usual class: activators; S. cerevisiae fusion-defective mutant growth rescue, CellTiterGlo 48 h; 0.23% of 320,000 active;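 also: potency is read from the fitted curve at half-maximal effect; % of control where 0% means no effect; nearly all actives have a fitted effect of over 45% in size; temperature-sensitive fusion mutants such as fzo1-1 at 37 °C on non-fermentable ethanol glycerol medium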
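Luminescent cell viability in 1536-well qHTS format served as the measure of rescued growth in ts fusion-mutant S. cerevisiae cultured on non-fermentable YPEG for 48 hours at 37C.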
KCNH2 3.1 block: inhibitors of human KCNH2 3.1 potassium channel isoform | U2OS KCNH2 3.1, thallium flux FluxOr; stronger effect = lower value | activity change, % (tested at about 1.8 µM) | 0.95% of 340,000 active | AID 720553;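 active = maximum activity change below -70%; inconclusive = maximum activity change from -70% to -50%; inactive = maximum activity change above -50%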;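 also: thallium influx rate constant from kinetic fluorescence after stimulation buffer; % is scaled to controls: 0 for no effect and ±100 for the full control effect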
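Virally transduced U2OS (3.1 isoform, 4 h infection in dark at RT) → overnight 37 C → FluxOr + Red40 in HBSS/HEPES, 45 min → stimulation buffer, 2 min kinetic read → rate constant vs DMSO controls.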
hERG WT inh: KCNH2 (human, wildtype) channel inhibition. Q12809. U2OS, BacMam KCNH2, thallium flux FluxOr; stronger effect = lower value. activity change, % at 1.84 µM. 0.37% of 340,000 active. AID 720551;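 active = maximum activity change below -70%; inconclusive = maximum activity change between -70% and -50%; inactive = maximum activity change above -50%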; also: % is scaled to controls: 0 for no effect and ±100 for the full control effect
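U2OS cells transduced with wild-type KCNH2 virus are loaded with FluxOr dye for 45 min, and thallium flux is measured in kinetic reads before and after stimulation buffer. Rate constants are normalized to DMSO controls.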
TSHR antag: blocks TSH signaling through the human TSH receptor; P16473; TSHR-expressing cells, TSH-stimulated cAMP HTRF, 2 h; stronger effect = lower value; activity change, negative = inhibition, % at 11.5 µM; 0.2% of 330,000 active; AID 504810;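 active = activity change below a set negative limit, meaning inhibition stronger than a set level, cut at about -70% in these data; inconclusive = activity change between two set negative limits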; also: % is scaled to controls: 0 for no effect and ±100 for the full control effect
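Inhibition of cAMP made by TSHR-expressing cells under TSH stimulation (4nM final, EC80; 2 h, 37 deg C) is quantified with a one-step lysis HTRF kit, anti-cAMP cryptate versus cAMP-d2.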
An asterisk follows results filed as active; ? = inconclusive; . = no result given; [ ] = dose if it differs, or a comment. Unless noted, calls follow the shape of the dose curve; as a rule, active = well fitted curve in the direction sought with a large enough effect; inconclusive = small, poorly fitted or top-dose-only effect, or another doubt; inactive = no such curve, though single readings can be large; an effect the other way counts as inactive or inconclusive. A portion of the library; rates above refer to the full screens.

SMILES	TCR activator	AT treatment	USP2a block	Eya2 inh	ELG1 DNA repair	TRPV1 agonist	Mito fusion yeast	KCNH2 3.1 block	hERG WT inh	TSHR antag
CCOc1ccc(C(=O)NCC(=O)OCC(=O)Nc2ccccc2OC)cc1	-4%	6%	0%	-10%	11%	-4	1%	-3	13	1
COc1ccccc1NC(=S)NCc1ccc(S(N)(=O)=O)cc1	1%[46.1 µM]	3%	2%	-5%	11%	3	-7%	3	3	-3
OC(c1ccc(Cl)cc1Cl)C(Cc1cccnc1)n1cncn1 (stereo not drawn)	-3%	-9%	0%	-4%	-12%	2	1%	-2	12	24
COc1ccc(NC2CCCN(C(=O)c3ccc(C(C)=O)cc3)C2)cc1 (stereo not drawn)	2%	2%	3%	-1%	0%	5	2%	0	5	0
O=C(Oc1ccc(N(C(=O)c2ccncc2)S(=O)(=O)c2ccc(Cl)cc2)cc1)c1ccncc1	-1%	-7%	-1%	3%	?	-3	-4%	-15	13	-6
Cc1ccc(NC(=O)/C(=C/c2ccc([N+](=O)[O-])cc2)NC(=O)c2ccccc2)cc1	5%	-23%	-9%	-1%	5%	5	0%	5	8	-7
COc1ccc(/C=N/NC(=O)CN(C2=NS(=O)(=O)c3ccccc32)c2ccccc2)cc1OC	2%[46.1 µM]	3%	1%	4%	15%	0	-5%	6	2	-1
COCCNC(=S)c1ccc(OC)cc1	-1%	8%	0%	6%	15%	-4	-1%	-3	-1	6
COc1ccc(-c2cn3cccnc3n2)cc1	-3%	1%	1%	-11%	?	0	23%	-3	-6	2
Cc1ccccc1NS(=O)(=O)c1cccc(-c2nnc(-c3ccccc3)o2)c1	-2%	22%	-6%	18%	?	2	8%	-23	0	-28
COC(=O)c1ccc(Cl)c(NC(=O)NC2CCCCC2)c1	0%	-2%	5%	4%	-16%	18	-2%	2	-11	-4
CCC1CCCCN1C(=O)COc1c(Br)cc(Br)c2cccnc12 (stereo not drawn)	-7%	5%	-1%	5%	?	14	?	6	-20	-4
Cc1ccc(S(=O)(=O)N(C)c2ccc(C(=O)NCC(c3ccco3)N(C)C)cc2)cc1 (stereo not drawn)	-4%	13%	1%	-2%	-20%	0	-3%	4	11	13
CCOc1ccc(C(=O)Nc2ccccc2C#N)cc1[N+](=O)[O-]	2%[46.1 µM]	0%	1%	4%	?	10	17%	0	0	4
O=c1cc(-c2ccco2)oc2ccc(Cl)cc12	-36%	-11%	1%	9%	?	-9	-1%	0	-10	8
CCc1ccc2oc(=O)cc(CN3CCCCC3C)c2c1 (stereo not drawn)	-4%	3%	1%	2%	0%	-3	25%	4	-7	2
O=C(CCNC(=O)c1ccccc1Cl)Nc1cccc(S(=O)(=O)N2CCCCC2)c1	-11%	3%	0%	-2%	?	12	-4%	2	-4	16
CCOC(=O)C1Nc2ccc(C(=O)O)cc2C2C=CCC12 (stereo not drawn)	1%	-2%	1%	-11%	-6%	-2	-2%	-5	-13	-1
Cc1cccc(-[n+]2c(C)cc(C)c3c(=O)[nH]c(=O)[nH]c32)c1	3%[46.1 µM]	-3%	7%	5%	28%	12	-2%	5	-6	15
COc1ccccc1NC(=O)NS(=O)(=O)c1ccc(C)cc1	-1%	-1%	5%	-6%	-1%	-2	-2%	-3	-2	8
CC(=O)N1CCCc2cc(S(=O)(=O)N3CCN(c4ccccn4)CC3)ccc21	1%	.	-1%	-1%	?	20	14%	7	1	-1
CC(C)NC(=O)NC(=O)COC(=O)c1c2c(nc3ccccc13)CCC2	-2%	-5%	-1%	5%	23µM*	0	1%	4	-6	0
NC(=O)C1(C(N)=O)OC1c1ccc(Cl)c(Cl)c1 (stereo not drawn)	2%	-2%	1%	22%	1%	-1	-2%	-8	-8	-2
Cc1ccc2[nH]c(CNC(=O)c3ccccc3F)cc2c1	.	-5%	1%	-18%	?	23	-11%	-3	-7	-2
CCOC(=O)[C@@H]1[C@H]2COc3cc(OC)ccc3[C@@H]2N2C(=O)N(c3cccc(Cl)c3)C(=O)[C@@]12C	-1%	10%	-1%	2%	12%	3	5%	10	-8	-11
COc1ccc(CNC(=O)CCNS(=O)(=O)c2ccc(Br)s2)cc1	3%	4%	6%	6%	20%	3	3%	-1	16	8
CCO[C@@H]1OC(C(=O)N2CCN(Cc3ccc4c(c3)OCO4)CC2)=C[C@H](c2csc3ccccc23)[C@H]1CCCO	-6%	0%	-2%	4%	-13%	-2	2%	-30	-2	-7
Cc1ccc(-c2nc(Nc3ccc(N4CCOCC4)cc3)c3ccccc3n2)cc1	-2%	0%	0%	-6%	23µM*	0	6%	5	3	7
CCOc1nc(C)ccc1-c1noc(-c2ccccc2OC)n1	3%	9%	1%	6%	?	12	4%	-2	-5	-15
CC1CCN(S(=O)(=O)c2ccc(NC(=O)CN3C(=O)NC(C)(c4ccccc4)C3=O)cc2)CC1 (stereo not drawn)	-2%	2%	3%	-14%	-1%	-3	-3%	2	-1	-3
COc1cc(/C=C/c2ccc3cccc(O)c3n2)ccc1O	6%	10%	2%	2%	?	8	32%	7	-22	8
CCCC(C1=C(O)CC(C)(C)CC1=O)C1C(=O)CC(C)(C)CC1=O (stereo not drawn)	-1%[46.1 µM]	.	1%	5%	6%	-3	14%	-17	-5	13
CCOc1ccc(-n2c(-c3ccco3)n[nH]c2=S)cc1	-3%	0%	-1%	26%	-6%	7	1%	-34	-13	7
Cc1ccc(N(CC(=O)Nc2cccc(N(C)S(C)(=O)=O)c2)S(C)(=O)=O)cc1	1%	-3%	0%	-15%	6.5µM*	4	-3%	2	-4	8
O=C(NC1=NCCS1)c1cccc(S(=O)(=O)N2CCCCC2)c1	.	4%	1%	4%	-10%	6	0%	.	.	-2
O=C(NCCc1ccccc1)C1CCN(Cc2ccccc2F)CC1	-2%[46.1 µM]	-4%	1%	2%	-5%	11	-19%	-2	-3	6
O=C(CN1CCCCC1)NNC(=O)c1cccc(Br)c1	-1%	-2%	-1%	0%	7%	-1	2%	16	-6	7
Cc1nc2ccc(NC(=O)N3CCN(c4ccccn4)CC3)cc2s1	4%	2%	2%	17%	-13%	-1	0%	12	22	-4
O=C(NCCCNC(=O)c1ccccc1F)c1ccco1	6%	1%	2%	-8%	18%	-1	-3%	1	-25	2
COc1cc2c(c(OC)c1OC)-c1c(cc3c(c1O)OCO3)C[C@@H](C)[C@@H](C)C2	-3%	-26%	0%	-4%	0%	-5	18µM*	-6	11	-1
Cc1ccc(-c2cc3c(N=O)c4ccccc4c-3n[nH]2)cc1	2%	1%	-15%	1%	?	3	0%	28	3	-7
Cn1c(Sc2ccc(Cl)cc2)c(C=O)c2ccccc21	-9%	13%	2%	8%	7.3µM*	13	20%	13	-4	-12
O=C(COC(=O)Cc1c(F)cccc1Cl)NC1CCS(=O)(=O)C1 (stereo not drawn)	11%	-6%	-1%	17%	7%	2	1%	-3	-3	0
CCc1ccc(C(=O)NNC(=O)C2CC(=O)N(Cc3ccccc3)C2)cc1 (stereo not drawn)	1%	9%	2%	5%	10%	13	-7%	23	-4	-5
COc1ccc([N+](=O)[O-])cc1NC(=O)C(C)c1ccccc1 (stereo not drawn)	-10%[46.1 µM]	-9%	-5%	-5%	-5%	12	11%	-11	24	2

Grouped by structure, those above containing bromine (three)
SMILES	TCR activator	AT treatment	USP2a block	Eya2 inh	ELG1 DNA repair	TRPV1 agonist	Mito fusion yeast	KCNH2 3.1 block	hERG WT inh	TSHR antag
CCC1CCCCN1C(=O)COc1c(Br)cc(Br)c2cccnc12 (stereo not drawn)	-7%	5%	-1%	5%	?	14	?	6	-20	-4
COc1ccc(CNC(=O)CCNS(=O)(=O)c2ccc(Br)s2)cc1	3%	4%	6%	6%	20%	3	3%	-1	16	8
O=C(CN1CCCCC1)NNC(=O)c1cccc(Br)c1	-1%	-2%	-1%	0%	7%	-1	2%	16	-6	7

Other results:
SMILES	TCR activator	AT treatment	USP2a block	Eya2 inh	ELG1 DNA repair	TRPV1 agonist	Mito fusion yeast	KCNH2 3.1 block	hERG WT inh	TSHR antag
Cc1nc(N2CCC(C)CC2)c2c(C)c(C(=O)Nc3cccc(C(F)(F)F)c3)sc2n1	0%	1%	0%	8%	-16%	20	7%	-6	-9	0
CC(C)(C)n1ncc2c(=O)n(Cc3cccc(Cl)c3)cnc21	-1%	0%	-8%	-1%	?	29	22%	-15	-8	0
Cc1ccc2c(CSc3nncn3C)cc(=O)oc2c1C	0%	9%	0%	-5%	21%	2	-4%	19	2	5
CCOC(=O)C1=C(c2ccccc2)OC(N)=C(C#N)C1c1cccnc1 (stereo not drawn)	3%	4%	2%	-11%	23%	5	-5%	-5	-7	3
COc1ccccc1OCC(=O)Nc1cccc(-c2nnc(-c3ccco3)o2)c1	-2%	1%	0%	4%	?	4	?	4	3	-16

High-throughput results from PubChem.
